FXIa inh 1536 = inhibitors of human coagulation factor XIa; hit rate 0.14% among 220,000; purified FXIa, Boc-Glu-Ala-Arg-AMC fluorogenic substrate; inhibition, % at 5 µM; P03951;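 active = inhibition of at least 40%; inactive = inhibition below 40%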;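 note: fluorescence of freed AMC excited at 355 nm; 0% = enzyme without compound and 100% = no enzyme blank; many of its hits are not listed in these tables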
Cl transport mod = modulators of human KCC2 chloride dependent transport. Q9H2X9. KCC2 cells, thallium flux FluoZin-2 fluorescence. B-score of Tl+ flux slope (higher = more flux/activation; lower = inhibition) at 10 µM. hit rate 2.2% among 190,000. AID 1456;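 active = thallium flux slope and its plate-corrected score both differing from the plate sample mean at a set confidence after two filtering rounds, in either direction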;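 note: slope of fluorescence scaled to starting intensity during 10 to 20 s after thallium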
Rad51 HR inh = blocks human Rad51 in homologous recombination; Q06609; hRad51 DNA strand exchange, fluorescence dequenching; inhibition, % at 10 µM; hit rate 0.085% among 200,000; AID 1385;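 active = inhibition above 40% at the single screening dose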;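 note: 0% = DMSO control wells and 100% = blanks with heterologous ssDNA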
Target sequence (Q06609 whole entry, looked up): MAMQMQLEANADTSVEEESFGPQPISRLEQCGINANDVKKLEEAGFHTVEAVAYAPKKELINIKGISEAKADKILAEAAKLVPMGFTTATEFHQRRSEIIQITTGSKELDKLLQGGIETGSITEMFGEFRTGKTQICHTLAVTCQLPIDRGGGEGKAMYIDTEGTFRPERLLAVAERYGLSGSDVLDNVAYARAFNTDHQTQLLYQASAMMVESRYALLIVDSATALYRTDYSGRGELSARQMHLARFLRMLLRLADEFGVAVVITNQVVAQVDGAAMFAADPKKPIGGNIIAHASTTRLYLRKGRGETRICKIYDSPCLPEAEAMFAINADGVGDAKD
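material = hRad51 filaments on single-stranded DNA | reagent = Donor/quencher-labelled 47-bp dsDNA substrate | compound = 10 µM final, single point | schedule = strand-exchange reaction 15 min at room temperature | measured by = fluorescein emission 520 nm, excitation 485 nm | read-out basis = % inhibition versus plate control and blank means | benchmarks = plate controls and plate blanks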
Furin inh = human furin inhibition | P09958 | purified furin, fluorogenic substrate cleavage | inhibition, % at 30 µM | hit rate 0.061% among 220,000; in the data active = inhibition above about 25%; note: inactives centre near -15
Target sequence (P09958 108-714 limits assumed): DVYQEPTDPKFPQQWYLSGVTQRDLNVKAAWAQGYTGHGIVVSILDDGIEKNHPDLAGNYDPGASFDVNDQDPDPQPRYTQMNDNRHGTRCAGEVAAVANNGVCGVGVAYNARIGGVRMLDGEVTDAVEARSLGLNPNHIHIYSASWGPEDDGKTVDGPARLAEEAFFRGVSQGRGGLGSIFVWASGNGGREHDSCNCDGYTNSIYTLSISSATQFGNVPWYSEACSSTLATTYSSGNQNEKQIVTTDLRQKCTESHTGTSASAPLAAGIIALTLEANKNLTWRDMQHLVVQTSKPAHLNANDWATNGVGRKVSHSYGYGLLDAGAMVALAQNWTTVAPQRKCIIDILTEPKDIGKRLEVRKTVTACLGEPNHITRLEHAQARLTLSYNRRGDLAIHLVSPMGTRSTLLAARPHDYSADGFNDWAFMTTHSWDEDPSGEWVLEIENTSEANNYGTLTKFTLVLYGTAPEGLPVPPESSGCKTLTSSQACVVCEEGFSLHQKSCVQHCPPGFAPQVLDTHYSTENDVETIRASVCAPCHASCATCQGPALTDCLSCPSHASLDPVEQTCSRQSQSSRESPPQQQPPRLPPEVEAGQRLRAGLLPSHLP
thrombin 1536 = blocks human thrombin protease activity. P00734. alpha-thrombin, Boc-VPR-AMC fluorogenic substrate cleavage. inhibition, % at 5 µM. hit rate 0.26% among 220,000. AID 1046;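 active = inhibition at or above 40%; inactive = inhibition below 40%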;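 note: 0% = enzyme with no compound and 100% = wells without enzyme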
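Material: human alpha-thrombin enzyme / Medium: pH 7.5 Tris (50 mM) with NaCl 150 mM, Tween 20 0.05% / Compound: single-point dosing at 5 µM, 0.2% DMSO / Incubation: enzyme reaction carried out at room temperature / Detection: AMC fluorescence, 355/460 nm / Read-out basis: percent inhibition scaled between no-compound controls and no-enzyme blanks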
KLK5 inh = blocks human kallikrein 5 protease activity | AID 873 | recombinant hK5, fluorogenic AMC substrate cleavage | Q9Y337 | inhibition, % at 5 µM | hit rate 0.59% among 210,000;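 active = inhibition of 40% or more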;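 note: 0% = enzyme controls without compound and 100% = no-enzyme blanks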
PERK inh = inhibitors of human PERK kinase; inhibition, % at 5.6 µM; Q9NZJ5; CHO PERK-DD fusion, SEAP luminescence translation reporter; hit rate 0.17% among 220,000;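 active = inhibition above the mean inhibition of all tested compounds plus 3 SD, set separately per screening campaign, cut at about 2.9% in these data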;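 note: PERK kinase domain activated by AP20187 dimerizer at 100 nM; 0% = DMSO with dimerizer and 100% = rapamycin at 8.4 µM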
FXIIa inh = factor XIIa (human) inhibition | inhibition, % at 5 µM | hit rate 0.3% among 220,000 | P00748 | purified FXIIa, Boc-QGR-AMC fluorogenic substrate, 2 h; in the data active = inhibition above about 40%;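 note: 0% = enzyme with no compound and 100% = blank without enzyme; many of its hits are not listed in these tables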
Calpain2 inh = blocks pig calpain II enzyme activity; AID 1236; inhibition, % at 16 µM; hit rate 0.37% among 220,000; purified calpain II, fluorogenic peptide substrate, 30 min;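 active = inhibition above about 50%, limit read from the data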
* marks the source's active call; other numbers are inactive results; i = inactive; · = no result given; [ ] = another dose, or the depositor's remark. Some of the compounds tested (hit frequency here may not be typical).

nr | PERK inh | FXIa inh 1536 | FXIIa inh | Rad51 HR inh | Furin inh | SMILES | KLK5 inh | Cl transport mod | Calpain2 inh | thrombin 1536
1 | 1.6 | -6 | 2 | 5 | 8 | NS(=O)(=O)c1ccc(NC(=O)c2ccc(-c3ccccc3)cc2)cc1 | -18 | 0.18 | -124 | -11
2 | -0.9 | 4 | 9 | -3 | -12[20 µM] | COc1ccc(CN(CC(=O)NCC2CCCO2)C(=O)CNS(=O)(=O)c2ccc(C)cc2)cc1 (stereo not drawn) | -21 | 0.75 | 16 | 4
3 | 0.3 | 2 | 3 | -5 | -11 | O=C1CCNc2c(Cl)cc(Cl)cc21 | 0 | -0.86 | -62 | -4
4 | 0.4 | -3 | 5 | -2 | -1 | O=c1ccn(CCc2c[nH]c3ccccc23)c2c1CCCC2 | -3 | -0.29 | 2 | 2
5 | 1.1 | 4 | 13 | · | -30 | Cc1cc(C)c2c(c1)cc(C)c1nnc(SCC(=O)Nc3ccc(S(=O)(=O)N4CCCCC4)cc3)n12 | 1 | -0.015 | -71 | 2
6 | 0.6 | 1 | 3 | 2 | -29 | COc1ccc(OC)c(/C=N\NC(=O)CC(=O)NCCc2ccccc2)c1 | -2 | -0.35 | i | ·
7 | -1.3 | -1 | 5 | -3 | -14[20 µM] | CCOC(=O)N1CCN(S(=O)(=O)c2cc(OCC(=O)NC3CCCCC3)c(C)cc2Cl)CC1 | -23 | -1.4 | -8 | -16
8 | -0.8 | -13 | -6 | -1 | -8[20 µM] | O=C(Nc1cc(C(F)(F)F)ccc1N1CCOCC1)c1ccc(Cl)nc1 | 8 | 0.91 | -2 | -7
9 | -0.2 | 5 | 7 | · | -18[20 µM] | Cc1ccc(C(=O)n2c(=S)nc3ccccn32)cc1 | -10 | -0.55 | -11 | -2
10 | -0.4 | 3 | 23 | -10 | -14[20 µM] | COc1ccc(-c2cc(=O)oc3c(C)c(O)c(CN(C)C)cc23)cc1 | -8 | 0.72 | -342 | 4
11 | 0.9 | 2 | 12 | -14 | -12 | NC(=O)C1CCN(c2ccc(S(=O)(=O)N3CCC(Cc4ccccc4)CC3)cn2)CC1 | -1 | -0.51 | 17 | -7
12 | 2.0 | 1 | 8 | · | -10 | O=C(c1cnn(C(=O)COc2ccccc2F)c1)c1cc(F)ccc1O | -3 | -2.8 | 7 | -7
13 | 2.1 | 7 | 15 | 20 | -11 | COc1ccc2c(c1)C(=C(C#N)C#N)C(=O)N2CCc1ccccc1 | -8 | -0.47 | -26 | 3
14 | -0.6 | -3 | 11 | -3 | -27 | Cc1ccc(C(=O)Nc2ccccc2C(=O)O)cc1NC(=O)COc1c(C)cccc1C | 2 | -3.2 | -38 | -1
15 | 0.5 | 2 | 17 | 1 | -7 | COc1cccc(C(=O)Nc2ccc(NC(=O)C3CC3)cn2)c1 | -20 | -0.32 | -8 | 0
16 | 0.9 | -4 | 12 | -8 | -4[20 µM] | NC(=S)Nc1cccc2cccnc12 | -36 | · | -5 | 1
17 | 2.0 | 4 | 11 | · | -16 | COC(=O)c1cnc(N2CCCN(S(=O)(=O)c3ccc(C(F)(F)F)cc3)CC2)nc1C(F)(F)F | 1 | 0.5 | -6 | 0
18 | 0.8 | 3 | 10 | 3 | -8 | COc1ccc(/C=N/NC(=O)CN2CCSCC2)cc1C | -19 | 1.5 | -7 | 0
19 | 1.1 | -3 | 1 | 7 | -15 | CN(C)c1ccc(/C=N/N2C(=O)c3ccccc3C2=O)cc1 | 0 | 0.76 | 34 | -4
20 | 0.8 | 0 | 9 | 10 | -13 | CCOP(=O)(OCC)/C(C#N)=C(\O)c1ccc(OC)cc1 | 0 | -0.015 | 16 | 3
21 | 0.9 | 3 | 4 | 1 | -21 | O=CNC(n1cnc2c(N3CCOCC3)ncnc21)C(Cl)(Cl)Cl (stereo not drawn) | 5 | 0.15 | -4 | 2
22 | 0.9 | -3 | -8 | -2 | -18[20 µM] | CCn1c(SCC(=O)N2CCN(c3ccc(Cl)cc3)CC2)nc2ccccc2c1=O | -5 | · | 1 | -15
23 | -0.1 | -4 | 5 | -6 | -28 | Cc1ccccc1S(=O)(=O)Cc1ccc(C(=O)NC(C)c2ccc3c(c2)OCCO3)o1 (stereo not drawn) | 0 | · | -11 | -5
24 | 1.2 | -8 | -4 | 3 | -19 | Cc1nc2cc(C(=O)O)ccc2s1 | 4 | -0.12 | 19 | -5
25 | -0.1 | 3 | 6 | 4 | -9 | CCC(C)(C)NC(=O)c1ccc2c(c1)OCCO2 | -9 | 0.43 | -17 | -3
26 | 0.5 | -4 | 4 | 3 | -6 | CCOc1nc(-c2ccccc2)ccc1-c1noc(COc2ccccc2)n1 | -11 | 0.36 | -38 | -3
27 | 0.5 | 27 | 13 | -1 | -16[20 µM] | Cn1nnnc1SCC(=O)NC1CCCCC1 | -20 | -0.0018 | 57* | 1
28 | -0.9 | -10 | -8 | -4 | -4[20 µM] | O=S(=O)(Nc1ccn(-c2ccccc2)n1)c1ccc(Br)cc1 | 22 | -0.039 | -5 | -3
29 | 0.5 | 9 | 12 | 4 | -30[20 µM] | CC1CCCN(Cc2cnc(Cl)s2)C1 (stereo not drawn) | -17 | · | 40 | 9
30 | 2.2 | -7 | -1 | 17 | -21 | COc1ccc(S(=O)(=O)c2nnn(-c3ccccc3Cl)c2N)cc1 | 6 | -1.5 | -17 | 1
31 | 0.9 | 6 | 9 | 16 | -12 | Cn1cnc([N+](=O)[O-])c1Sc1nc2ccccc2[nH]1 | 0 | -0.0022 | 20 | -2
32 | 0.7 | 2 | 11 | -11 | -24 | COc1ccc(C(=O)/C=C/c2ccc(N3CCCCC3)c([N+](=O)[O-])c2)c(OC)c1 | -2 | -0.63 | -17 | -12
33 | 1.1 | -6 | 5 | -1 | -15 | O=C(CCCn1c(SCC(=O)NCC2CCCO2)nc2ccccc2c1=O)NCC1CCCO1 (stereo not drawn) | -6 | 0.13 | -49 | -4
34 | 0.2 | 4 | 9 | 15 | -12 | COC(=O)c1ccc(S(=O)(=O)N2CCN(C)CC2)n1C | 4 | -0.59 | -2 | -4
35 | 0.6 | 6 | 9 | -33 | -16 | O=C(CC(c1cccs1)S(=O)(=O)c1ccccc1)c1ccc(F)cc1 (stereo not drawn) | -9 | 1.2 | 6 | -7
36 | 2.5 | 1 | 13 | · | -35 | Cc1cccc(NC(=O)NC(=O)c2ccccc2)n1 | 14 | -2 | -10 | -2
37 | 1.4 | 3 | 11 | -4 | -30 | CCC(C)NC(=O)Cn1cc2c(n1)CCC(C)C2 (stereo not drawn) | -16 | 0.54 | 7 | -5
38 | -0.3 | 6 | 13 | -2 | 4 | O=C(Nc1ccccc1-c1ccccc1)C1CCCCC1 | -9 | 0.5 | 3 | -11
39 | 0.0 | 6 | 7 | 6 | -11 | CSCCC(NC(=O)c1ccc(Cl)cc1)C(=O)OCC(=O)Nc1cc(Cl)ccc1C (stereo not drawn) | -6 | -1.6 | 25 | -3
40 | 0.0 | 8 | 3 | 12 | -8[20 µM] | COc1ccc(CC(=O)OCC(=O)NC(=O)NC(C)C)cc1 | -12 | 1.2 | 8 | 0
41 | -0.3 | 3 | 13 | 3 | -25[20 µM] | Cc1ccc(-n2c(SCC(=O)NCc3ccco3)nnc2-c2cccnc2)cc1 | 0 | -0.69 | 21 | 1
42 | -0.6 | 10 | 8 | -12 | -30 | O=C(CSCc1ccco1)NC1CCCC1 | -14 | 0.77 | -1 | -5
43 | 1.8 | 3 | -3 | 22 | -19 | CCOC(=O)C(NC(C)=O)(OCc1ccc(F)cc1)C(F)(F)F (stereo not drawn) | -22 | -1.8 | -46 | -5
44 | -0.1 | 1 | 9 | -17 | -15 | N#Cc1ccccc1NC(=O)COc1c(Br)cc(Br)c2cccnc12 | -10 | · | -10 | -1
45 | 1.7 | 3 | 10 | 19 | -21 | CCc1ccc(N2CC(C(=O)OC)CC2=O)cc1 (stereo not drawn) | -7 | -1.5 | -31 | 4
46 | -0.1 | 4 | 7 | 3 | -14 | COc1cc(/C=C(\C#N)c2ccccn2)ccc1OCc1ccccc1Cl | 13 | 0.033 | -30 | -3
47 | -0.5 | -9 | -3 | -3 | -16[20 µM] | C=CCSc1ncccc1C(=O)NCc1ccc(C)cc1 | -11 | 0.47 | 9 | -6
48 | 0.2 | 3 | 6 | 4 | -24 | Cn1c(/C(C#N)=C/C2CC=CCC2)nc2ccccc21 (stereo not drawn) | 47* | -2 | 11 | 7

Next section; the last four above are carried over.
nr | PERK inh | FXIa inh 1536 | FXIIa inh | Rad51 HR inh | Furin inh | SMILES | KLK5 inh | Cl transport mod | Calpain2 inh | thrombin 1536
45 | 1.7 | 3 | 10 | 19 | -21 | CCc1ccc(N2CC(C(=O)OC)CC2=O)cc1 (stereo not drawn) | -7 | -1.5 | -31 | 4
46 | -0.1 | 4 | 7 | 3 | -14 | COc1cc(/C=C(\C#N)c2ccccn2)ccc1OCc1ccccc1Cl | 13 | 0.033 | -30 | -3
47 | -0.5 | -9 | -3 | -3 | -16[20 µM] | C=CCSc1ncccc1C(=O)NCc1ccc(C)cc1 | -11 | 0.47 | 9 | -6
48 | 0.2 | 3 | 6 | 4 | -24 | Cn1c(/C(C#N)=C/C2CC=CCC2)nc2ccccc21 (stereo not drawn) | 47* | -2 | 11 | 7
49 | 0.6 | 14 | 21 | 2 | -10[20 µM] | N#C/C(=C\c1ccc(Cl)cc1Cl)c1n[nH]c(Cn2cncn2)n1 | -1 | · | -10 | -6
50 | -0.3 | 14 | 22 | · | -17[20 µM] | Cc1cc2c(OCC(O)CNC(C)(C)C)cccc2[nH]1 (stereo not drawn) | -5 | 0.55 | -4 | 2
51 | 0.8 | 2 | 12 | 2 | 1[20 µM] | CC(C)(C)c1csc(SCC(=O)Nc2ccc(Cl)cn2)n1 | -21 | · | -5 | -3
52 | 1.9 | -2 | 7 | -1 | -16[20 µM] | CC(=O)CC(=O)Nc1ccccc1NC(C)=O | -18 | -0.38 | -13 | -7
53 | 0.0 | -8 | 8 | 1 | -23 | COC(=O)c1ccc(/C=C/C(=O)O)cc1 | -4 | -0.44 | 19 | 0
54 | 2.5 | 7 | 16 | -3 | -10 | Cc1cc(C(F)(F)F)n(-c2nc(C(=O)Nc3ccccc3Oc3ccccc3)cs2)n1 | 8 | · | -1 | 4
55 | 0.5 | 5 | 16 | · | -10 | CC1=C(C(=O)OCC2CCCO2)C(c2ccncc2)C2=C(CCCC2=O)N1 (stereo not drawn) | 4 | · | -241 | 2
56 | 0.7 | -4 | 2 | 23 | -40 | CS(=O)(=O)c1ccccc1-c1nnc(-c2ccc(Cl)cc2)o1 | -1 | 0.043 | -29 | -1
57 | 0.6 | 2 | 11 | -6 | -27 | CC(OC(=O)c1cc[n+]([O-])cc1)C(=O)Nc1ccc(Cl)cn1 (stereo not drawn) | 8 | 0.0077 | -3 | 0
58 | -0.5 | 5 | 16 | 1 | -18 | COc1ccc(C2C3=C(CC(C)(C)CC3=O)Oc3ncn(CC(C)C)c(=N)c32)cc1 (stereo not drawn) | -10 | 0.82 | -13 | 1
59 | 1.0 | -3 | 15 | -5 | -21 | C=CCN1C(=NC(=O)CCCC(=O)O)SC2CS(=O)(=O)CC21 (stereo not drawn) | -3 | · | -33 | 1
60 | 0.7 | 6 | 10 | 8 | -15 | Cc1ccc2cc3c(NC(=O)c4cccnc4)nn(C)c3nc2c1 | -22 | 0.52 | -209 | -5
61 | 0.6 | 1 | 7 | -10 | -25 | O=C(O)Cc1ccc(Oc2ncc(C(F)(F)F)cc2Cl)cc1 | -2 | · | -8 | -5
62 | 0.3 | -4 | -1 | 8 | -13[20 µM] | CN(c1ccccc1)S(=O)(=O)c1ccc(NC(=O)C2CCCCC2C(=O)O)cc1 (stereo not drawn) | 16 | · | 22 | 1

Assay outcomes (PubChem)
